# SUMO1-SIM PPI = SUMO1-SIM interaction modulation; SUMO1 binding to a labelled peptide, TR-FRET, 1 h; inhibition, % at 20 µM; 360,000 tested, 0.33% active; AID 602429; in the data active means inhibition above about 37%
# LMPTP inh = LMPTP (human) inhibition | P24666 | inhibition, % at 20 µM | recombinant LMPTP-A, OMFP fluorogenic substrate, fluorescence intensity | 360,000 tested, 0.22% active | AID 651560;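 active means compounds that cut the enzyme signal by at least half of the control window in the single-dose screen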;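 further: plate controls were DMSO wells with enzyme plus substrate for no effect and substrate without enzyme for full effect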
#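 Test system – LMPTP-A phosphatase enzyme · Quantity – 0.625 nM LMPTP-A final · Reagent – OMFP substrate, 400 µM final · Dosing – one test concentration per compound, 20 µM, with 3% DMSO overall · Timing – 50 min enzyme reaction at room temperature, protected from light · Detection – fluorescence intensity · Controls – substrate-only low control, DMSO enzyme-plus-substrate high control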
# MLLE-PAM2 inh = blocks PAM2 peptide binding to the PABP1 MLLE domain; AID 588489; 360,000 tested, 0.36% active; GST-MLLE / FITC-PAM2 fluorescence polarization; inhibition, % at 20 µM; in the data active means inhibition above about 35%, passing the limit was not always enough;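 further: plate controls were DMSO wells with GST-MLLE for no effect and wells lacking GST-MLLE protein for full effect; some results filed as inactive read as strong as hits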
# CSN inh = CSN deneddylation inhibition; Q92905; Purified CSN, SCF-Nedd8-OG deneddylation, fluorescence polarization; inhibition, % at 12.5 µM; 360,000 tested, 0.38% active;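 active means pattern-corrected inhibition above about 35%, with an unprinted fluorescence ratio check between 0.5 and 1.5, limit read from the data, passing the limit was not always enough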;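 further: 0% = enzyme with substrate and 100% = substrate without enzyme; some results filed as inactive read as strong as hits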
#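 Material: purified human Csn5 enzyme expressed in HEK293T cells / Medium: Tris buffer pH 7.5, NaCl, DTT, Tween-20, trehalose, ovalbumin / Compound dosing: 12.5 µM single point / Schedule: 90 min incubation of compound, enzyme and substrate at room temperature / Signal: fluorescence polarization of the substrate / Control set: no-enzyme wells high, enzyme-with-substrate wells low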
# Rpn11 inh = Rpn11 (human) deubiquitinase inhibition; human 26S proteasome, Ub4-pepOG fluorescence polarization; 20S core pre-blocked with epoxomicin; 360,000 tested, 0.59% active; calls only at 20 µM; O00487;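 active means inhibition at 20 µM, scaled to each plate's controls, above about 33%, limit read from the data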
# STEP inh = inhibitors of human striatal-enriched phosphatase STEP. P54829. recombinant STEP, OMFP fluorogenic substrate, fluorescence. inhibition, % at 20 µM. 360,000 tested, 0.25% active;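 active means inhibition at 20 µM, scaled per plate between control wells, above about 37%, limit read from the data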;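 further: 0% = DMSO with enzyme and substrate and 100% = substrate only without enzyme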
#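 medium = Bis-Tris buffer pH 6.0, 2.5 mM DTT, 0.005% Tween 20 | test system = STEP (striatal-enriched tyrosine phosphatase) enzyme, cell-free | measure = normalized % inhibition | compound dosing = 20 µM, 1% DMSO | also added = 25 µM OMFP | schedule = reaction 20 min, ambient temperature | measured by = fluorescence read at 480 nm ex / 540 nm em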
# Tb MetRS inh = Trypanosoma brucei MetRS inhibition. purified T. brucei MetRS, ATP depletion, Kinase-Glo luminescence. inhibition, % at 11.9 µM. 360,000 tested, 0.4% active. AID 624268;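 active means inhibition above a per-plate cutoff of the control wells' mean inhibition plus 3 SD, cut at about 5.5% in these data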;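 further: 0% = DMSO wells median and 100% = median of wells with control inhibitor compound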
#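 Test system: purified T. brucei MetRS enzyme. Also added: ATP, methionine and E. coli bulk tRNA substrates. Compound: 11.9 µM single point. Schedule: 15 min enzyme-compound preincubation, 2 h reaction, 10 min detection, 25 °C. Signal: luciferase luminescence of residual ATP, Kinase-Glo. Evaluation: percent inhibition versus plate control medians. Controls: DMSO wells, low control.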
# Scp-1 inhibitor = Scp-1 (human) phosphatase inhibition | Recombinant Scp1, phosphopeptide, malachite green phosphate absorbance | inhibition, % at 20 µM | 340,000 tested, 0.88% active | AID 493091;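 active means inhibition above about 50% at 20 µM, limit read from the data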;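 further: plate controls were DMSO wells with enzyme for no effect and wells lacking enzyme for full effect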
#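 Test system – truncated SCP-1 phosphatase (76-261aa) · Reagent – Phosphorylated 17-residue peptide substrate · Incubation – 45 min room-temperature reaction, 5 min colour, 30 min stabiliser · Detection – colorimetric phosphate reagent with accelerator and stabiliser, absorbance at 630 nm · Measure – % inhibition at 20 µM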
# NadD inh = NadD (S. aureus) enzyme inhibition | purified NadD enzyme, colorimetric absorbance read-out | inhibition, % at 20 µM | 360,000 tested, 0.78% active; in the data active means inhibition above about 26%; further: some compounds past the cut are filed as inactive
# DNMT1 inh = blocks human DNA methyltransferase DNMT1 | DNMT1 molecular beacon, Hinp1I cleavage, fluorescence | inhibition (reported as % activation of signal), % at 10 µM | 360,000 tested, 0.83% active | AID 588458; in the data active means inhibition above about 50%
# Target sequence (P26358 504-1616 limits assumed): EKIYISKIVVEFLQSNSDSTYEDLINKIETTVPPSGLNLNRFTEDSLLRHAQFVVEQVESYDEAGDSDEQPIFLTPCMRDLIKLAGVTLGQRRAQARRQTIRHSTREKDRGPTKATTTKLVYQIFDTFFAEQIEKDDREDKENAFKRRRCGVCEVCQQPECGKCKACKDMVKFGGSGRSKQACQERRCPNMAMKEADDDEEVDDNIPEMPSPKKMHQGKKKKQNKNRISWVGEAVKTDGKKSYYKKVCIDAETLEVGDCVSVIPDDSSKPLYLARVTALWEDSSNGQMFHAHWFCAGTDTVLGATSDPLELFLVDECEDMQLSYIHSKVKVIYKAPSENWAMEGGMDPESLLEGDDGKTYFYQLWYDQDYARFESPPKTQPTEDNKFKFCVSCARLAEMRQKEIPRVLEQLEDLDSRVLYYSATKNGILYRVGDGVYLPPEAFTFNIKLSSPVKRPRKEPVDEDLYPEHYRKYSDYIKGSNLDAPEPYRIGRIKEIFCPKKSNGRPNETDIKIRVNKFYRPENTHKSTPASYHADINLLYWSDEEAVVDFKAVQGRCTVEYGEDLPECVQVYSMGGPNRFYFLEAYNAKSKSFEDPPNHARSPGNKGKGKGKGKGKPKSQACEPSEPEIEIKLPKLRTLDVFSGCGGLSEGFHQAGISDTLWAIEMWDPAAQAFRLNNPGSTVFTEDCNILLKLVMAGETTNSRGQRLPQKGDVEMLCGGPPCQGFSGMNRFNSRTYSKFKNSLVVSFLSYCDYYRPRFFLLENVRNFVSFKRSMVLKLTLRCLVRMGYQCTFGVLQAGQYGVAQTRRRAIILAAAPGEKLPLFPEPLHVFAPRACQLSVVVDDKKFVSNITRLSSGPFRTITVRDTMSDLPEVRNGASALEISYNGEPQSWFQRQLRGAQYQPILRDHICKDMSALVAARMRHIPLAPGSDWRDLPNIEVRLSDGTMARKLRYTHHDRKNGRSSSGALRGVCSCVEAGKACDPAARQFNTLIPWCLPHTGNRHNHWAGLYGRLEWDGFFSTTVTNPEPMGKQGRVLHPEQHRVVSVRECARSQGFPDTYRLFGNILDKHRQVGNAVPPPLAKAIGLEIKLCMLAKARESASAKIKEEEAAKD
# * = called active by the depositor; i = inactive; . = no result given.
SMILES,SUMO1-SIM PPI,LMPTP inh,MLLE-PAM2 inh,CSN inh,Rpn11 inh,STEP inh,Tb MetRS inh,Scp-1 inhibitor,NadD inh,DNMT1 inh
O=C(NCc1ccco1)/C(=C/c1ccccc1F)NC(=O)c1ccccc1,-4.8,-1.6,-4.2,3.0,i,-2.7,-1.0,6.8,-4.4,0.2
CC(C)(C)C(=O)Nc1cc(NC(=O)C(C)(C)C)cc(C(=O)NNC(=O)c2ccncc2)c1,2.8,-2.2,-3.6,-1.9,i,-1.2,-0.8,-8.3,1.4,3.0
Cc1noc(C)c1C(=O)N1CCC1(C)C(=O)NS(=O)(=O)c1cccc(OC(F)F)c1 (centres undefined),0.1,-1.3,5.2,-2.6,i,1.4,-0.5,.,0.8,5.2
Cc1ccc(-n2nnc3c(=O)n(CC(=O)OCc4ccccc4)cnc32)cc1,6.6,-0.4,12.6,-3.7,i,0.5,-1.1,-1.2,-4.0,6.1
Cc1ccc(SCc2cn3c(C)cc(C)nc3n2)cc1,-0.7,0.1,3.9,0.2,i,9.2,-0.3,-0.7,-0.7,2.6
COc1cc(NC(=O)CCC2CCCC2)cc(-n2cnnn2)c1,2.4,0.2,-9.8,-9.9,i,-0.8,-0.1,-9.6,-3.2,0.2
O=C1c2ccccc2C(=O)N1OCc1ccc(Cl)cc1,-10.4,0.9,-5.3,-0.2,i,9.4,-0.2,-4.4,-6.5,-0.9
CCSc1ccc(C(=O)Nc2ccc(Br)cn2)cc1[N+](=O)[O-],-4.8,6.0,14.5,6.9,i,-0.5,0.4,-9.4,-9.6,2.0
CC(C)Cn1c(SCC(=O)O)nnc1-c1cccc(S(=O)(=O)N2CCOCC2)c1,3.5,-1.6,-69.1,-3.5,i,1.2,0.3,-2.4,4.8,4.5
C[C@H]1CN=C(N(C)C)N1CC1CCC(C(C)(C)C)CC1 (some centres undefined),2.2,-0.9,-4.7,0.1,i,-2.3,-0.1,-5.6,0.1,7.4
O=C(COC(=O)c1cnc(Cl)c(Cl)c1)NCc1cccs1,-1.1,-0.6,0.6,-7.0,i,3.1,0.3,-4.9,-1.1,0.1
COC(=O)c1ccc(C23CC4(C2)[C@H](CN(Cc2cccnc2)[C@@H]4c2ccccc2)C3c2ccc(Cl)nc2)cc1 (some centres undefined),6.6,8.7,-21.6,-3.9,i,8.9,-0.2,-2.3,7.4,-12.2
Cc1ccc(OC(C)C(=O)Nc2cccc(S(=O)(=O)N3CCCCCC3)c2)cc1 (centres undefined),-1.4,2.8,13.2,2.8,i,2.7,-0.2,.,4.1,2.1
Cc1cc(C)c(S(=O)(=O)NCc2cccs2)cc1C,2.7,0.9,-9.6,-2.5,i,-1.9,-0.3,-6.9,-5.4,1.3
Oc1ccc(-c2nnc(SCC3CCCCC3)o2)cc1,3.3,1.4,-6.8,-4.4,i,-1.6,-0.6,-8.6,-5.8,0.0
O=C(O)c1ccc(NS(=O)(=O)c2ccc3c(c2)OCCO3)cc1,2.2,-1.6,-3.5,-5.7,i,-2.7,-0.2,-4.2,-6.6,1.1
COc1cccc(NC(=O)CN(C)C(=O)CNC(=O)c2ccc3ccccc3c2)c1,-12.6,-0.2,3.8,2.1,i,-1.7,-0.1,-6.2,3.2,-0.5
O=S(=O)(NCC1CCCO1)c1ccc(Br)cc1 (centres undefined),5.9,0.5,10.0,0.2,i,-1.0,-0.2,-7.3,-4.3,-4.4
CCC1CCCCN1C(=O)Nc1cccc(NC(=O)N2CCCCC2CC)c1 (centres undefined),-1.0,0.7,-6.0,-1.6,i,-1.2,-1.7,-7.0,-7.9,-4.5
CCC(C)Sc1nc2ccccc2c(=O)[nH]1 (centres undefined),5.2,0.1,-3.6,-1.3,i,-4.4,0.2,6.8,-7.0,1.7
Cc1csc(NC(=O)Nc2cccc(Cl)c2)n1,-3.1,-0.9,0.7,0.5,i,-1.4,0.2,-3.6,-5.3,-9.2
O=C(c1cc(F)ccc1F)C1CCCN(C(=O)CCc2cnccn2)C1 (centres undefined),1.6,0.7,-16.0,0.4,i,3.3,0.0,-9.0,-2.1,1.4
COc1ccc(NC(=O)C(=O)NCCN2CCN(C(=O)c3ccc(C(C)(C)C)cc3)CC2)cc1,0.7,-0.3,-8.2,3.3,i,0.4,0.4,-9.2,4.5,-3.3
O=C(Cn1c(=O)sc2ccccc21)OC(CCl)CCl,-2.8,-0.7,0.1,-2.8,i,-2.6,-0.2,-14.7,-4.2,2.3
COc1ccc(-c2cn3cccc(C)c3n2)cc1Br,-3.8,-0.2,-2.3,-4.5,i,-2.8,-0.9,-1.7,-1.8,-3.1
C[C@]12CC[C@H](O)CC1=C[C@H](O)C1C2CC[C@@]2(C)C1CC[C@@]2(O)C#Cc1ccc(CN)cc1 (some centres undefined),6.4,-1.8,-35.2,-2.3,i,4.7,-0.2,-1.0,5.7,-22.6
COc1cccc(S(=O)(=O)NCc2ccc(C(=O)N3CCN(c4ccccc4)CC3)cc2)c1,-0.4,0.2,0.7,-1.4,i,-1.3,-0.6,4.0,-2.3,-2.7
COC(=O)c1ccc(/C=C/C(=O)OCC(=O)Nc2sccc2C(N)=O)cc1,-9.3,5.5,-24.5,5.4,i,-2.1,0.1,1.9,5.3,-11.5
COc1ccc(OC)c(-c2nc(CN3CCN(C(=O)c4ccco4)CC3)c(C)o2)c1,3.6,-1.3,4.2,-0.1,i,2.3,-0.5,-8.2,2.9,-3.0
O=C(Nn1cnc2ccccc2c1=O)c1ccc([N+](=O)[O-])cc1,-7.5,-1.2,5.0,0.3,i,1.2,-0.1,-9.1,-1.2,3.2
Cc1ccc(NC(=O)Cc2ccc3c(c2)CCCC3)cc1C,-3.4,2.6,26.5,1.4,i,3.7,-0.2,1.5,-3.1,-9.6
COc1ccc(NC(=O)CN(C)C(=O)c2c(-c3c(F)cccc3Cl)noc2C)cc1,8.6,-0.8,-6.2,3.5,i,-2.0,-0.3,-9.6,-4.6,-0.7
Cc1cc(C)n2cc(CSc3nc4ccccc4s3)nc2n1,7.2,0.8,1.0,-1.6,i,-4.0,-0.7,-5.2,3.1,-7.3
C/C(=N\NC(=O)c1nnn(-c2nonc2N)c1-c1ccccc1)c1ccco1,-6.1,-0.1,4.5,2.6,i,-0.8,-0.2,-4.7,-5.6,-2.5
Cc1cc(C(=O)N/N=C/c2cccc([N+](=O)[O-])c2)c(C)o1,-9.6,-0.3,13.2,4.3,i,-0.2,-0.5,-12.1,1.3,2.6
CC1COC(C)(CC(=O)NN2C(=O)c3ccccc3C2=O)O1 (centres undefined),-3.5,-1.0,8.1,6.3,i,0.0,-0.5,-0.3,5.0,3.4
CC1CCCCN1C(=O)c1ccccc1OC1CCN(S(C)(=O)=O)CC1 (centres undefined),-4.5,-0.2,-0.8,0.2,i,0.5,-0.5,8.3,-3.9,-0.4
Cc1cccc(C)c1NC(=O)CN(C)C(=O)c1ccc(-c2cccc(C(F)(F)F)c2)o1,-2.9,1.0,-9.8,-0.1,i,2.4,-0.6,3.4,-6.9,0.9
OCC(O)C(O)CC1SCCS1 (centres undefined),0.0,-0.3,-0.9,0.1,i,-0.4,0.0,2.2,5.6,5.7
COc1ccccc1CN1C(=O)CN(C2CCCCCC2)C(=O)C1c1ccc(F)cc1 (centres undefined),-1.4,0.2,1.2,2.0,i,0.6,-0.9,-5.3,5.4,-1.3
COc1ccc(-c2[nH]c(-c3ccccc3)nc2SCC(=O)NC2CCCC2)cc1,-0.5,0.8,11.3,3.9,i,2.5,-0.3,-6.5,2.1,-2.6
Cc1c(C(=O)N2CCC(C(N)=O)CC2)oc2ccc(Br)cc12,-1.4,-2.6,13.4,-2.0,i,-1.6,-0.3,-4.9,-3.8,1.4
C=CCNC(=S)NNC(=O)c1ccncc1,-0.7,-1.4,29.4,-3.9,i,0.0,-0.4,-6.0,-2.4,0.2
Cc1cc(C)n2nc(C(=O)Nc3ccc4c(c3)OCCO4)nc2n1,5.4,1.5,-6.8,-4.4,i,-0.9,-0.8,-3.4,-2.3,4.4

# Some of these compounds in order of SMILES length, low to high.
SMILES,SUMO1-SIM PPI,LMPTP inh,MLLE-PAM2 inh,CSN inh,Rpn11 inh,STEP inh,Tb MetRS inh,Scp-1 inhibitor,NadD inh,DNMT1 inh
OCC(O)C(O)CC1SCCS1 (centres undefined),0.0,-0.3,-0.9,0.1,i,-0.4,0.0,2.2,5.6,5.7
C=CCNC(=S)NNC(=O)c1ccncc1,-0.7,-1.4,29.4,-3.9,i,0.0,-0.4,-6.0,-2.4,0.2
Cc1cc(C)n2cc(CSc3nc4ccccc4s3)nc2n1,7.2,0.8,1.0,-1.6,i,-4.0,-0.7,-5.2,3.1,-7.3
CC1COC(C)(CC(=O)NN2C(=O)c3ccccc3C2=O)O1 (centres undefined),-3.5,-1.0,8.1,6.3,i,0.0,-0.5,-0.3,5.0,3.4
Cc1c(C(=O)N2CCC(C(N)=O)CC2)oc2ccc(Br)cc12,-1.4,-2.6,13.4,-2.0,i,-1.6,-0.3,-4.9,-3.8,1.4
CC1CCCCN1C(=O)c1ccccc1OC1CCN(S(C)(=O)=O)CC1 (centres undefined),-4.5,-0.2,-0.8,0.2,i,0.5,-0.5,8.3,-3.9,-0.4
Cc1cc(C(=O)N/N=C/c2cccc([N+](=O)[O-])c2)c(C)o1,-9.6,-0.3,13.2,4.3,i,-0.2,-0.5,-12.1,1.3,2.6
COc1ccccc1CN1C(=O)CN(C2CCCCCC2)C(=O)C1c1ccc(F)cc1 (centres undefined),-1.4,0.2,1.2,2.0,i,0.6,-0.9,-5.3,5.4,-1.3
Cc1cccc(C)c1NC(=O)CN(C)C(=O)c1ccc(-c2cccc(C(F)(F)F)c2)o1,-2.9,1.0,-9.8,-0.1,i,2.4,-0.6,3.4,-6.9,0.9

# Screens as filed in PubChem.
